Compound activity deposited in PubChem by Broad Institute.
ARNT TACC3 PPI – ARNT/TACC3 interaction disruption | 390,000 compounds, 0.66% hits | AlphaScreen His-ARNT PAS-B/GST-TACC3 binding, luminescence; TACC3 fragment carries E629A point mutation | inhibition, % at 9.99 µM | AID 623870;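 active = mean inhibition of replicates at least 50% and at least half of replicates each reaching 50%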;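 note: 0% = complete ARNT plus TACC3 wells and 100% = ARNT alone without TACC3; many hits fall short of the cut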
ERp5 inh – blocks human ERp5 reductase activity on insulin; inhibition, % at 9.99 µM; AID 651711; Q15084; ERp5 insulin aggregation, absorbance 650 nm, 90 min; 350,000 compounds, 0.05% hits;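 active = mean replicate inhibition above about 25%, with every replicate also reaching it, limit read from the data, passing the limit was not always enough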
Target sequence (Q15084 whole entry, looked up): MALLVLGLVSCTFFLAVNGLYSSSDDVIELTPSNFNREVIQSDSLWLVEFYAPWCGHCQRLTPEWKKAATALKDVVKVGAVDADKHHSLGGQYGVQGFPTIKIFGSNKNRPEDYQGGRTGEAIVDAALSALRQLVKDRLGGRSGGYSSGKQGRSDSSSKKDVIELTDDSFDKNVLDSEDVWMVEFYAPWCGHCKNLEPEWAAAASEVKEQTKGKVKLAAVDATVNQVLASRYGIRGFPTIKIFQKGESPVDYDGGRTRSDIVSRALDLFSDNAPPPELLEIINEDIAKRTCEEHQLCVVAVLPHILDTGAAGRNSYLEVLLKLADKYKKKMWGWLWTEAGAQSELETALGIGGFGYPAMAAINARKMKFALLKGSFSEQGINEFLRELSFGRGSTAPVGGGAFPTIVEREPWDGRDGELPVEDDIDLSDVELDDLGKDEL
miR-122 sensor – miR-122 inhibition in Huh7 cells. Huh7 miR-122 Renilla luciferase sensor, 48 h; neutral wells = 0, positive control = 100. activation (reporter increase), % at 12.5 µM. 340,000 compounds, 0.3% hits. AID 602342;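 active = mean replicate activation score at least 90 and every replicate individually at or above 90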;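 note: higher luciferase means less miR-122 activity so hits act as miR-122 inhibitors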
Statin myotox sup – suppressors of simvastatin-induced myotoxicity in C2C12 myotubes; rescue of ATP level, % at 7.49 µM; AID 602340; ATP luminescence, 48 h; scaled: DMSO 0, geranylgeraniol control 100; 330,000 compounds, 0.78% hits;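 active = mean ATP rescue above about 67%, or every replicate alone reaching that limit, limit read from the data, passing the limit was not always enough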;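 note: myotubes were challenged with 10 µM simvastatin during compound exposure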
SIRT5 inh – inhibitors of human sirtuin-5 desuccinylase; Q9NXA8; Purified SirT5, succinyl-peptide AMC, trypsin-coupled fluorescence; inhibition, % at 15 µM; 330,000 compounds, 1.1% hits; in the data active = inhibition above about 15%
Target sequence (Q9NXA8 whole entry, looked up): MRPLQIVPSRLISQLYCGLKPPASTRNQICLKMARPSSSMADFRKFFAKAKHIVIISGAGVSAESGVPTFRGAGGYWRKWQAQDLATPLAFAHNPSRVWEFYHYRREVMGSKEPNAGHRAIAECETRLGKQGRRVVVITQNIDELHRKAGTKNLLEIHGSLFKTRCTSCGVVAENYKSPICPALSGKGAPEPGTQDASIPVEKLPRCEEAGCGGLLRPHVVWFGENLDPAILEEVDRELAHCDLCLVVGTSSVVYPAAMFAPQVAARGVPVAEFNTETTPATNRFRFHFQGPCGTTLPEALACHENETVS
esBAF inh – blocks esBAF chromatin remodeling in mouse ES cells; reporter increase, % at 12.5 µM; AID 602393; 350,000 compounds, 2% hits; Bmi1-luciferase knock-in reporter, 24 h; 100% = twice the neutral-well signal; in the data active = activation above about 40%;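 note: 0% = median of the plate's neutral control wells and 100% = double that signal; a rise in the Bmi1 reporter signal indicates esBAF inhibition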
Cneo AK release – Cryptococcus neoformans lysis via adenylate kinase release; lysis activity, % at 15 µM; 360,000 compounds, 0.2% hits; C. neoformans lysis, adenylate kinase release luminescence, 4 h; normalised: neutral wells 0, clomiphene wells 100;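 active = mean lysis activity across replicates of at least 80%, whatever share of replicates individually reach that level; inactive = mean lysis activity below 80%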
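Material: C. neoformans cells | Amount: Yeast cell density of 5 × 10^6 cells/mL | Medium: Fresh YPD growth medium | Dosing: Single dose | Times: Static 4 h at 37 °C with compound, 1 h detection | Detection: AK luminescence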
The depositor's hits bear a star; · = no result given; & = joins results of further samples; [ ] = another dose, or the depositor's remark.

SMILES	ARNT TACC3 PPI	ERp5 inh	miR-122 sensor	Statin myotox sup	SIRT5 inh	esBAF inh	Cneo AK release
CC1(NC(=O)N2CCCCC2)CCS(=O)(=O)C1 (configuration not stated)	-3	·	-3	3	·	-8	0
Cc1ccccc1NC(=O)NNC(=O)c1ccc2ccccc2c1	-2	9	·	-5	-5	-10	0
COc1ccc(N(C)S(=O)(=O)c2ccc(Cl)c(C(=O)NCCc3ccc(Cl)cc3)c2)cc1	0	-1	17	·	-1	·	·
CC1CCCCN1c1ncnc(N)c1[N+](=O)[O-] (configuration not stated)	6	-6	·	·	-2	·	·
CCCCN(C(=O)CCC(=O)OCC(=O)NCc1ccccc1)c1c(N)n(CCC)c(=O)[nH]c1=O	-9	1	·	6	-5	-2	2
COc1ccccc1NC(=O)COc1ccccc1C(=O)Nc1ccccc1	-1	-3	-1	6	1	-4	-1
Cc1ccc(C(=O)N2CC(=O)NC(=O)C2)cc1	-23	1	1	-1	-1	-15	0
COCCCNC(=O)c1cccc(C(=O)NCCCOC)c1	25	·	-1	17	·	-11	0
COc1cc(OC)c(/C=N/NC(=O)c2ccncc2)cc1Br	·	1	3	·	-2	·	·
Cc1cccc(C)c1NC(=O)CCCn1nc(C)c2c(C)n(-c3ccccc3)nc2c1=O	-2	4	-1	20	-3	6	5
O=C(Nc1nc2ccc(S(=O)(=O)N3CCCC3)cc2s1)C1CCCCC1	-1	·	130*	·	·	·	1
CO[C@H]1CN(C)C(=O)c2cc(NC(=O)C3CCC3)ccc2OC[C@@H](C)N(Cc2ccc(F)cc2)C[C@H]1C	-10	2	-1[16.7 µM]	12	5	3	1
O=C(CSc1nc2c(oc3ccccc32)c(=O)n1CC1CCCO1)NCc1ccccc1 (configuration not stated)	0	-1	-9	2	-6	-6	2
CC(=O)NC(CC(=O)Nc1ccc(S(=O)(=O)Nc2nccs2)cc1)c1ccccc1 (configuration not stated)	·	-9	-12	-1	-1	-9	-2
N#Cc1ccccc1OCC(=O)OCC(=O)c1c[nH]c2ccccc12	-3	-5	14	5	6	-4	-2
O=C(CCc1nnc(Cc2ccc3c(c2)OCO3)o1)N(CC1CCC1)CC1CCCO1 (configuration not stated)	-4	-1	1	9	-2	-1	-4
CCc1nc(SCC(=O)Nc2nc3c(s2)CCCC3)c2ccccc2n1	-10	·	-9	13	·	-3	0
Cc1nn(C)c(Cl)c1/C=C/C(=O)O	-14	-8	-1	·	-5	·	·
COc1cccc(NC(=O)N2CCCc3ccccc32)c1	-5	0	·	·	0	·	·
C[C@H](CO)N1C[C@H](C)[C@@H](CN(C)Cc2ccccn2)Oc2ncc(C#CC3CC3)cc2C1=O	12	2	1[16.7 µM]	-2	-2	-3	-4
Cn1c(CCNC(=O)c2ccco2)nc2cc(NC(=O)c3ccccc3Cl)ccc21	·	4	-1	-23	-1	29	0
CO[C@@H]1CN(C)C(=O)c2cc(NC(C)=O)ccc2OC[C@@H](C)N(Cc2nccs2)C[C@H]1C	-1	-1	-8[16.7 µM]	4	-8	-8	-4
C[C@]12CCC(=O)N1CCc1c2[nH]c2ccccc12	-8&6	-6&-1	·	·	-4&0	·	3&-1
O=C(NCC1CC1)[C@H]1[C@H](CO)[C@H]2Cn3c(ccc(/C=C/c4ccccc4)c3=O)[C@@H]1N2C(=O)C1CCC1	-20	-1	·	-1	-125	-2	1
C[C@H]1CN([C@@H](C)CO)C(=O)c2cc(-c3cccnc3)cnc2O[C@@H]1CN(C)C(=O)c1ccccc1F	-3	-5	-7[16.7 µM]	6	-2	-5	-4
COC(=O)Cc1nc(Nc2ccccc2)sc1C	·	5	1	·	-2	·	-1
CCCNC(=O)Nc1ccc2c(c1)C(=O)N(C)C[C@@H](OC)[C@H](C)CN(Cc1cncnc1)[C@@H](C)CO2	-1	-1	5[16.7 µM]	-2	-3	-4	46
COc1ccc(NC(=O)N[C@@H]2CC[C@@H](CCNC(=O)Cc3ccncc3)O[C@@H]2CO)cc1	0	1	·	-5	-3	3	-5
Cc1sc2ncnc(N3CCN(S(=O)(=O)c4ccc(C(C)(C)C)cc4)CC3)c2c1C	-4	0	·	-6	-5	-28	1
C[C@@H]1CCCCO[C@@H](CN(C)C(=O)Nc2ccc3c(c2)OCO3)[C@@H](C)CN([C@H](C)CO)C(=O)c2cc(NS(=O)(=O)c3ccc(Cl)cc3)ccc2O1	·	-1	1[16.7 µM]	·	3	-2	1
CC(C)n1cnc2cc(NCc3nc4ccccc4n3C)ccc21	10	·	5	·	·	·	-6
Cc1cccc(C(=O)Oc2ccc(/C=N/NC(=O)c3ccccc3O)cc2)c1	-15	-1	4	·	·	·	0
C[C@H]1CCCCO[C@H](CN(C)C(=O)CCC(F)(F)F)[C@@H](C)CN([C@@H](C)CO)C(=O)c2cc(NC(=O)NC3CCCCC3)ccc2O1	1	-5	1[16.7 µM]	·	1	-2	1
CC(C)c1ccccc1NC(=O)COC(=O)c1cc([N+](=O)[O-])ccc1N1CCOCC1	6	-4	-1	-8	-2	-7	0
COc1ccc(CNC(=O)c2ccc(Cl)c(S(=O)(=O)N3CCOCC3)c2)cc1OC	2	4	-7	-27	·	-12	2
O=C(c1ccccc1)c1ccccc1N1C(=O)C=CC1=O	-7	6	·	·	1	·	·
O=C(N/N=C/c1cccc(O)c1)c1ccc(NC(=O)C2CCCCC2)cc1	·	2	0	-5	-5	-8	2
CC(C)NC(=O)N(C)C[C@H]1Oc2cc(C#CCN(C)C)ccc2S(=O)(=O)N([C@H](C)CO)C[C@H]1C	-5	-1	5[16.7 µM]	-9	-5	1	1
COc1ccccc1NS(=O)(=O)c1cc(C(=O)NCC(c2ccc(F)cc2)N2CCOCC2)ccc1C (configuration not stated)	4	0	7	11	0	4	0
COc1cccc(C(=O)Nc2nc(SCc3ccc(Cl)cc3)n[nH]2)c1	-2	1	-5	·	-2	·	1

An excerpt from above in order of SMILES length, low to high.
SMILES	ARNT TACC3 PPI	ERp5 inh	miR-122 sensor	Statin myotox sup	SIRT5 inh	esBAF inh	Cneo AK release
O=C(c1ccccc1)c1ccccc1N1C(=O)C=CC1=O	-7	6	·	·	1	·	·
CC(C)n1cnc2cc(NCc3nc4ccccc4n3C)ccc21	10	·	5	·	·	·	-6
COc1cccc(C(=O)Nc2nc(SCc3ccc(Cl)cc3)n[nH]2)c1	-2	1	-5	·	-2	·	1
Cc1cccc(C(=O)Oc2ccc(/C=N/NC(=O)c3ccccc3O)cc2)c1	-15	-1	4	·	·	·	0
COc1ccc(CNC(=O)c2ccc(Cl)c(S(=O)(=O)N3CCOCC3)c2)cc1OC	2	4	-7	-27	·	-12	2
CC(C)NC(=O)N(C)C[C@H]1Oc2cc(C#CCN(C)C)ccc2S(=O)(=O)N([C@H](C)CO)C[C@H]1C	-5	-1	5[16.7 µM]	-9	-5	1	1

Next section:
SMILES	ARNT TACC3 PPI	ERp5 inh	miR-122 sensor	Statin myotox sup	SIRT5 inh	esBAF inh	Cneo AK release
Cc1nn(C2CCS(=O)(=O)C2)c(Cl)c1/C=C/C(=O)OCC(=O)Nc1ccccc1[N+](=O)[O-] (configuration not stated)	-3	1	·	·	-1	·	·
CC(OC(=O)c1cc(=O)c2cc(Cl)ccc2o1)C(=O)N1CCCC1 (configuration not stated)	-1	0	4	-17	-2	-8	10
COc1cc(C=O)ccc1OCCOCCOc1ccc(Cl)cc1	-5	·	-4	·	·	·	1
COc1cccc(-c2nn(-c3ccccc3)cc2/C=C\C(=O)c2cccs2)c1	-1	·	1	-9	·	30	0
OC(c1ccccc1)c1cccnc1 (configuration not stated)	-1	-2	-1	·	-5	·	3
CC(C)(Oc1ccc(Cl)cc1)C(=O)NC1CCN(Cc2ccccc2)CC1	1	-2	·	·	-4	·	-2
O=C1CCCC2=C1C(c1ccccc1)CC(=O)N2c1ccc(F)cc1F (configuration not stated)	2	2	·	·	-2	·	·
O=C1c2ccccc2C(=O)N1CC1c2ccccc2CCN1C(=O)N1CCOCC1 (configuration not stated)	·	·	-6	5	·	1	22
CCOC(=O)c1c(S(=O)(=O)N2CCC(C)CC2)c(C)n(C)c1C	0	0	2	34	-13	-5	-1
COc1ccc(S(=O)(=O)N(C)C[C@H]2Oc3ccc(NC(=O)CCCN(C)C)cc3C(=O)N([C@H](C)CO)C[C@H]2C)cc1	-6	5	0[16.7 µM]	-1	-4	-4	1
CCCCn1nc2cc(C(=O)NCc3ccc4c(c3)OCO4)ccc2c1OCC	-28	-2	3	2	-8	-2	-1
CC(NC(=O)CN(C)CC(=O)Nc1cccc(F)c1)c1ccccc1 (configuration not stated)	-2	-9	-1	-5	-5	-6	2
N#CC1=C(SCc2ccccc2Cl)NC(=O)C(C(N)=O)C1 (configuration not stated)	-5	2	-6	13	2	-11	-2
CCN(CC)S(=O)(=O)c1ccc(Cl)c(C(=O)NCC2CCCO2)c1 (configuration not stated)	-7	·	-4	0	·	4	1
COc1ccc(-c2ccc3c(c2)[C@@H]2[C@@H](CCN2C(=O)Cc2cccnc2)[C@H](CO)N3C)cc1	14	1	4[16.7 µM]	6	2	1	0
Cc1cccc(OCC(O)Cn2ccnc2C)c1 (configuration not stated)	6	5	5	-2	-2	-9	5
CCN1CCN(c2ccc(NC(=O)c3cccc4ncccc34)cc2)CC1	4	-10	13	50	-2	-5	-2
CC(=O)Nc1nc2n(n1)C(c1ccc(F)cc1)C=C(c1ccccc1)N2 (configuration not stated)	·	·	-5	133*	·	-7	1
COc1ccc(-n2c3c(cc(C#N)c2=O)C(=O)CCC3)cc1	-2	2	-4	12	-2	4	8
Cc1cccc(S(=O)(=O)N(C)C[C@@H]2OCc3cn(nn3)CCCC(=O)N([C@H](C)CO)C[C@H]2C)c1	-18	-6&1	1	9&-1	0&0	-2&4	2&3
Cc1ccc(S(=O)(=O)Nc2ccc3c(c2)C(=O)N([C@@H](C)CO)C[C@@H](C)[C@H](CN(C)Cc2ccncc2)OCCCC[C@@H](C)O3)cc1	-6	-5	-7[16.7 µM]	·	1	6	0
COc1ccccc1NC(=O)Nc1ccc2c(c1)C(=O)N(C)C[C@@H](OC)[C@H](C)CN(C)[C@H](C)CO2	3	13	·	-13	2	-7	2
O=C(c1ccc(F)cc1)N1CCN(C2CCCCC2)CC1	-16	-3	2	3	-4	-3	-3
C/C(=N\NC1=NCCN1)c1ccccc1	20	-2	3	·	·	·	3
Cc1ccc2c(COC(=O)C3CSC4(C)CCC(=O)N34)cc(=O)oc2c1C (configuration not stated)	-11	-19	-13	5	-2	-1	1
Fc1ccc(-c2cc3nc(-c4ccccc4)cc(N4CCN(CCN5CCOCC5)CC4)n3n2)cc1	-25	·	-10	-21	·	-3	1
COc1ccc(S(=O)(=O)Nc2ccc3c(c2)CC(=O)N([C@H](C)CO)C[C@@H](C)[C@H](CN(C)C(=O)Nc2ccc(F)cc2)O3)cc1	0	·	-3[16.7 µM]	5	·	1	2
Cc1noc(C)c1NC(=O)N(C)C[C@H]1Oc2ccc(NC(=O)Nc3ccc4c(c3)OCO4)cc2C(=O)N([C@H](C)CO)C[C@H]1C	1	7	0[16.7 µM]	·	13	2	0
Cc1nc(SCC#N)c2c3c(sc2n1)CCC3	-5	·	-6	-11	·	-15	-3
COCCCNC(=S)N1CCN(c2nc(-c3ccccc3)cs2)CC1	-4	3	·	13	0	1	-1
O=C(Cc1cccc(NC(=O)C2CCCN(C(=O)CCc3ccccc3)C2)c1)Nc1ccc(C(=O)N2CCOCC2)cc1 (configuration not stated)	-1	-1	-7	0	-4	9	1
Cc1ccc(S(=O)(=O)Nc2ccc3c(c2)CC(=O)N([C@H](C)CO)C[C@H](C)[C@H](CN(C)C(=O)Nc2ccc4c(c2)OCO4)O3)cc1	-14	-13	7[16.7 µM]	0	1	-3	0
CCOC(=O)N/N=C\c1ccc(OC/C=C/c2ccccc2)c(OC)c1	-3	-2	·	-3	-12	11	-11

Outcome played no part in choosing rows; about 4% have a hit in one of these screens.
